CHO-K1 Ca antag = nonselective inhibitor or artifact in parental CHO-K1 cells | 0.6% of 360,000 active | ATP-induced calcium, Fluo-8 fluorescence | inhibition, % at 3 µM;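 active means inhibition above a per-plate cutoff, the plate's mean sample inhibition plus 3 SD, cut at about 24% in these data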;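 further: 0% = DMSO plus EC80 ATP and 100% = DMSO alone without ATP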
TAAR1 agonist = human TAAR1 agonism | 0.99% of 360,000 active | activation, % at 3 µM | AID 624467 | Q96RJ0 | CHO RD-HGA16 TAAR1, Fluo-8 calcium fluorescence; vehicle wells 0%, saturating PEA agonist 100%;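 active means activation above the mean activation of all test compounds in the run plus 3 SD, cut at about 38% in these data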
Target sequence (Q96RJ0 whole entry, looked up): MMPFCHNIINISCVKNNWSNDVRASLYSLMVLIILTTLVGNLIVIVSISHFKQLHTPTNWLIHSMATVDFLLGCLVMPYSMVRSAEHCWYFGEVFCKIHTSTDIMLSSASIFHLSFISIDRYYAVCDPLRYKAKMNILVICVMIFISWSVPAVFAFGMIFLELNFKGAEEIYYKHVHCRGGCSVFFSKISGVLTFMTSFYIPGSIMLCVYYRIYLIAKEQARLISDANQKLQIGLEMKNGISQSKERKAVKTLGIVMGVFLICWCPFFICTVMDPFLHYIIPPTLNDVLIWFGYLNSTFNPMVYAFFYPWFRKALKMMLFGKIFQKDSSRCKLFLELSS
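Assay system – CHO-derived RD-HGA16 cells with stable Gα16 and human TAAR1 · Compound dosing – one-point dosing at 3 µM (nominal) · Incubation – 17-24 h seeding, 75 min 37 °C dye, 30 min RT · Measured by – kinetic Fluo-8 calcium fluorescence · Control set – DMSO vehicle as 0%, PEA at EC100 as 100% · Repeats – single well for each compound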
CHO-K1 Ca PAM = counter-screen for M1 PAMs: effect in parental CHO-K1 cells | ATP EC20, Fluo-8 calcium fluorescence; 0% at ATP EC20, 100% at ATP max | activation, % at 3 µM | 0.02% of 360,000 active;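 active means activation above the run cutoff, the mean activation of all test compounds plus 3 SD, cut at about 40% in these data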;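 further: peak over basal fluorescence ratio in a 140 s read after ATP addition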
V1R ag counter = counter-screen for oxytocin receptor agonists: human V1a receptor agonists | AID 2797 | activation, % at 3 µM | P37288 | CHO-V1R cells, Fluo-8 calcium fluorescence, agonist mode; 0% DMSO, 100% 3 nM vasopressin | 0.25% of 320,000 active;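 active means activation above the mean activation of all tested compounds plus 3 SD, per screening run, cut at about 20% in these data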;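 further: signal is peak over basal fluorescence ratio across a 100 second FLIPR read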
M1 ag = human M1 muscarinic receptor agonism. CHO-K1 hM1, Fluo-8 calcium fluorescence, agonist mode; 0% DMSO, 100% acetylcholine EC100. activation, % at 3 µM. 0.33% of 360,000 active. AID 588814;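 active means activation above the run's mean compound activation plus 3 SD, cut at about 16% in these data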;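 further: peak over basal fluorescence ratio within a 140 s kinetic read after compound addition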
OXTR potentiator = potentiates the human oxytocin receptor response; 0.061% of 320,000 active; CHO-OTR cells, Fluo-8 calcium fluorescence, potentiator mode; 0% = oxytocin EC15, 100% = EC100; activation, % at 3 µM; P30559; AID 2445;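 active means activation above that plate's cutoff, the mean activation of tested compounds plus 3 SD, cut at about 6.6% in these data, passing the limit was not always enough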;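 further: 100% uses oxytocin at 75 nM as the full agonist control; some results filed as inactive read as strong as hits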
Target sequence (P30559 whole entry, looked up): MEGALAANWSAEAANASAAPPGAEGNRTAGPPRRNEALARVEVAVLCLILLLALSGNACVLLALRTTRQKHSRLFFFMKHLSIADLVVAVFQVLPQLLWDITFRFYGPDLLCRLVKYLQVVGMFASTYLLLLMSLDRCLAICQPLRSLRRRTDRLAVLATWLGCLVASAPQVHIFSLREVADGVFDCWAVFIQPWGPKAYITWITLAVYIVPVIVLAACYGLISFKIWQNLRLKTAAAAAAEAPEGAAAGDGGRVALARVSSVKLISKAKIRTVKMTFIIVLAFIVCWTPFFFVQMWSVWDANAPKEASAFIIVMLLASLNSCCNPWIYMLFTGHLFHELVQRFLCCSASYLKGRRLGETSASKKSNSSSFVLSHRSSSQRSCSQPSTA
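Dosing: Single dose, 3.0 µM nominal final compound concentration | Material: Human OTR in CHO cells | Technique: Kinetic Fluo-8 calcium fluorescence | Benchmarks: EC15 oxytocin alone as 0%, 75 nM oxytocin as 100% | Probe or stimulus: Oxytocin at about EC15, sub-maximal agonist stimulus | Incubation: Compound 6 min at room temperature before oxytocin, 100 s read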
CHO parental Ca = signal in parental CHO cells, OX1R antagonist counter-screen. parental CHO-K1, ATP-induced calcium, Fluo-8 fluorescence. inhibition, % at 5.6 µM. 0.63% of 330,000 active;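 active means inhibition above that plate's mean sample inhibition plus 3 SD, cut at about 26% in these data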;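 further: 0% = ATP-challenged DMSO wells and 100% = DMSO wells without ATP; some compounds past the cut are filed as inactive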
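Material: Parental CHO cells | Reagent: ATP | Compound dosing: Single nominal dose of 5.6 µM per compound | Detection: Intracellular calcium via Fluo-8 no-wash fluorescent dye | Read-out: % inhibition of ATP-induced calcium mobilization | Benchmarks: Low control ATP plus DMSO, high control DMSO only | Replicates: Singlicate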
CHO-K1 Ca ag = counter-screen for M1 agonists: effect in parental CHO-K1 cells. activation, % at 3 µM. 0.48% of 360,000 active. Fluo-8 calcium fluorescence; scaled to maximal ATP response, vehicle zero. AID 602248; in the data active means activation above about 15%;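 further: untransfected CHO-K1 host cells lacking M1 receptor as counterscreen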
TAAR1 antagonist = human TAAR1 antagonism | Q96RJ0 | CHO RD-HGA16 TAAR1, Fluo-8 calcium fluorescence, antagonist | inhibition, % at 3 µM | 1.5% of 360,000 active | AID 624466;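 active means inhibition above a per-plate cutoff, the mean inhibition of test compounds on that plate plus 3 SD, cut at about 49% in these data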;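 further: 0% = DMSO plus EC80 beta-PEA response and 100% = DMSO alone without agonist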
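Test system – hTAAR1-expressing CHO RD-HGA16 cells, Gα16-coupled · Reagent – β-PEA at EC80 concentration, post-compound challenge · Compound dosing – 3 µM, single point · Timing – 140 s kinetic read after compound, 140 s after agonist · Detection – Fluo-8 intracellular calcium dye fluorescence, real-time kinetic reads · Control set – DMSO and EC80 PEA controls · Repeats – n of 1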
* hit, by the source's call; nt = not tested or not shown.

SMILES | CHO-K1 Ca antag | TAAR1 agonist | CHO-K1 Ca PAM | V1R ag counter | M1 ag | OXTR potentiator | CHO parental Ca | CHO-K1 Ca ag | TAAR1 antagonist
COCCN(C(=O)COC(=O)CCS(=O)(=O)c1ccccc1)c1c(N)n(Cc2ccccc2)c(=O)[nH]c1=O | 15.8 | 0.4 | -24.7 | -0.4 | 2.4 | 4.5 | -3.2 | -0.3 | -1.7
Cc1occc1-c1nnc(SCC(=O)c2c[nH]c3ccccc23)n1C | -2.3 | 6.9 | 18.3 | 1.5 | -3.7 | -2.2 | -14.8 | 1.0 | 5.6
O=C(Cn1c(=O)cnc2ccccc21)N1CCN(S(=O)(=O)c2ccc(F)cc2)CC1 | 5.3 | 0.7 | 7.6 | 0.3 | -5.2 | 0.3 | -16.2 | 1.3 | -1.2
CC1CCCN(S(=O)(=O)c2cc3c4c(c2)C(C)C(=O)N4CCC3)C1 (centres undefined) | -12.0 | 2.7 | -3.1 | -0.5 | -3.4 | 3.7 | -19.2 | 0.2 | -14.6
CC(=O)Nc1ccc(S(=O)(=O)NCCC(=O)NCC2COc3ccccc3O2)cc1 (centres undefined) | -5.6 | -0.4 | 7.8 | 0.3 | -0.9 | -3.4 | 13.0 | 0.4 | -7.7
C=CCNC(=S)N/N=C/c1ccc(-c2ccc(Br)cc2)o1 | -20.3 | 3.2 | 29.8 | -1.4 | -9.0 | -2.9 | -20.5 | 0.3 | 20.8
COc1ccc(-n2c(=S)[nH]c3ncccc3c2=O)cc1 | -6.2 | 0.6 | 9.8 | 0.4 | -3.5 | 4.3 | 1.2 | 0.2 | -7.9
CC[C@@H]1C(c2cccc(C)c2)=NN(c2ccccc2)[C@H]1C(=O)N1CCOC1=O | 2.4 | 3.0 | 0.0 | nt | -5.8 | nt | -17.1 | 0.0 | -24.5
C#Cc1ccc([C@H]2C=C(C(=O)NCc3nc4ccccc4[nH]3)O[C@@H](OCC)[C@@H]2CCCO)cc1 | -10.2 | 4.8 | 5.0 | 2.6 | -14.8 | -4.7 | -17.2 | -0.1 | -4.2
COc1ccc(OC)c(NC(=O)c2cc(-c3cc(Cl)ccc3O)n[nH]2)c1 | 14.9 | 15.3 | 2.8 | 5.9 | 0.9 | -16.7 | 35.1* | 0.1 | 31.7
COc1ccc(OC)c(S(=O)(=O)NC2CC2)c1 | 5.2 | 9.4 | -1.0 | 1.3 | -4.9 | 6.3 | 0.2 | -0.2 | -22.9
COc1ccc(CN2C(=O)C(CC(=O)NCCCCc3ccccc3)CC(C(=O)N(C(C)C)C(C)C)=C2C)cc1 (centres undefined) | 17.6 | -1.0 | -10.5 | nt | 1.3 | nt | nt | -0.4 | -34.3
CC(C)C(NC=C1C(=O)OC(C)(C)OC1=O)C(=O)O (centres undefined) | 0.4 | 18.9 | 10.0 | 1.9 | 1.6 | 6.5 | -11.7 | -0.3 | -0.8
OCCc1ccc(NCCc2cccs2)cc1 | 16.9 | 1.4 | -2.7 | nt | -0.7 | nt | nt | 1.5 | 9.2
Nc1ncnc2c1ncn2[C@@H]1O[C@H](CNS(=O)(=O)c2ccc(-c3ccno3)s2)[C@@H](O)[C@H]1O | -6.1 | 1.6 | 1.2 | nt | -3.4 | nt | -2.7 | -0.1 | 1.3
O=C(Cc1ccccc1)NCc1ccncc1 | -14.3 | 0.9 | 15.8 | 0.4 | -4.6 | -6.3 | -1.2 | 0.6 | 6.4
CN(c1ccccc1)S(=O)(=O)c1cc(C(=O)Nc2ccccc2N2CCOCC2)ccc1Cl | -3.6 | 2.8 | -9.9 | nt | -4.6 | nt | nt | -0.2 | 17.4
COc1ccc(NC(=O)c2cc(C3CCCCN3C(=O)CCc3ccccc3)on2)c(C)c1 (centres undefined) | -8.8 | 5.6 | 16.1 | nt | -5.7 | nt | nt | 2.4 | -7.0
COC(=O)CCCCCCCCC(O)CN1CCCCC1 (centres undefined) | -1.0 | 2.9 | 0.4 | 1.2 | -15.3 | -2.3 | -15.8 | 1.7 | -16.1
O=C1CC(c2ccccc2F)c2c(c3ccccc3[nH]c2=O)O1 (centres undefined) | -13.6 | -2.2 | 3.2 | 1.2 | -2.6 | 2.3 | -8.0 | 1.1 | -3.2
O=C(CCC(=O)NNc1nc2ccccc2c2nc(-c3ccccc3)nn12)NCCCN1CCCC1=O | -13.0 | 7.2 | 12.4 | 0.9 | -8.5 | 1.1 | -8.2 | 0.1 | 3.5
COCCCNC(=S)Nc1ccc(S(=O)(=O)Nc2cc(OC)nc(OC)n2)cc1 | -8.6 | 1.3 | 0.9 | 0.0 | -0.9 | 4.4 | -0.4 | 0.9 | -21.5
COC(=O)c1ccccc1CCC(C)=O | 20.2 | 12.6 | -8.5 | 0.3 | -3.3 | -19.8 | 0.3 | 0.0 | 14.5
O=C(NNC(=O)c1cccs1)c1cccc(F)c1 | -6.6 | 2.3 | -3.9 | 0.2 | 1.5 | -5.8 | -13.1 | 0.0 | 8.4

Some values from above:
Reading for `O=C1CC(c2ccccc2F)c2c(c3ccccc3[nH]c2=O)O1` (centres undefined) under TAAR1 agonist: -2.2
Reading for `CC(C)C(NC=C1C(=O)OC(C)(C)OC1=O)C(=O)O` (centres undefined) under TAAR1 antagonist: -0.8

(further entries)
SMILES | CHO-K1 Ca antag | TAAR1 agonist | CHO-K1 Ca PAM | V1R ag counter | M1 ag | OXTR potentiator | CHO parental Ca | CHO-K1 Ca ag | TAAR1 antagonist
Cc1cc(C)n(-c2ccc(Cl)c(C(=O)O)c2)n1 | -9.1 | 0.1 | 24.6 | 0.3 | -1.3 | -5.6 | -2.9 | 0.4 | 2.8
CC(C(=O)Nc1ccccc1F)N1CCN(S(=O)(=O)c2ccc(C(F)(F)F)cc2)CC1 (centres undefined) | 7.0 | 3.9 | -21.8 | nt | -1.3 | nt | nt | 0.2 | -13.0
CCCCn1c(=S)[nH]c2cc(S(=O)(=O)N3CCOCC3)ccc21 | -8.5 | 4.4 | 1.8 | 1.6 | -2.4 | -10.2 | -20.1 | 2.0 | -4.3
Cc1cc(NC(=O)C(C)Sc2nc(-c3cccs3)nc3ccccc23)no1 (centres undefined) | -5.3 | -1.0 | 2.4 | nt | -2.2 | nt | nt | 1.5 | -9.6
O=c1[nH]c2ccc(Cl)cc2c(-c2ccccc2)c1N1CCN(c2ccccn2)CC1 | -1.0 | 10.0 | 7.1 | 1.7 | 4.2 | 5.3 | -7.0 | 0.2 | -14.3
Cc1c(C(=O)N2CCCC2)sc(NC(=O)c2ccco2)c1C#N | -29.1 | 1.2 | 24.8 | 0.3 | 5.0 | -21.1 | 2.3 | 0.8 | -30.5
O=c1[nH]ccc2c([N+](=O)[O-])cccc12 | -5.3 | -0.1 | 17.1 | 0.8 | -6.4 | -8.4 | -2.0 | 0.0 | -11.2
O=C(OCc1ccccc1)N1C=CCC[C@@H]1c1c(Cl)cccc1Br | 21.3 | 2.1 | -8.2 | nt | -6.7 | nt | nt | 0.2 | 19.8
O=C1CCN(Cl)C(=O)N1Cl | 6.7 | 3.9 | -5.2 | nt | nt | nt | nt | 0.4 | -18.3
Cc1cccc(NC(=S)Nc2ccccn2)c1C | 6.3 | 4.9 | 16.3 | 0.4 | -9.7 | -5.7 | -10.9 | 0.4 | 1.3
Cc1ccc(-n2c(C)nnc2SCC(=O)Nc2ccccc2)cc1 | 0.0 | 0.7 | 14.3 | -0.5 | 5.3 | -10.2 | -15.9 | 0.1 | 1.3
O=C(COc1ccccc1)NCC(=O)N1CCCC(C(F)(F)F)C1 (centres undefined) | 2.5 | 0.9 | 12.8 | nt | -3.1 | nt | nt | 1.4 | -2.4
O=S1(=O)N=C2CCCCCN2C(c2ccncc2)N1 (centres undefined) | -5.6 | 1.9 | 9.2 | 0.5 | -3.8 | -10.5 | -11.4 | 0.4 | 27.6
O=C(CN1CCN(c2ncccn2)CC1)Nc1ccccc1C(F)(F)F | -7.8 | 6.9 | 21.7 | 2.1 | -4.0 | -2.4 | -13.4 | 1.7 | -11.4
COc1ccc(-c2noc(C3CCCN(C(=O)c4cccc(F)c4)C3)n2)cc1 (centres undefined) | -4.7 | 9.0 | -3.6 | 4.8 | 0.0 | -14.3 | -15.2 | 3.4 | -4.4
CCOc1ccccc1OCCCC(=O)Nc1ccc(S(=O)(=O)Nc2cc(C)nc(C)n2)cc1 | -9.5 | -0.2 | 7.3 | nt | -2.5 | nt | nt | 0.0 | -3.2
Cc1cccc(NC(=O)[C@H](NC(=O)[C@@H]2Cc3ccccc3CN2)c2ccccc2)c1 | 0.2 | 5.9 | -4.2 | 5.4 | -2.1 | -15.9 | -19.2 | 1.6 | -3.1
Cc1csc(SCC(=O)Nc2ccc(C)c(S(=O)(=O)N(C)C)c2)n1 | -9.1 | 3.2 | -11.8 | nt | -0.1 | nt | nt | 2.1 | -8.0
COC(C[C@H](O)CC(=O)[C@@H](C)OCc1ccccc1)OC | -22.3 | 8.3 | 6.6 | 0.1 | -0.5 | 0.8 | -3.1 | 0.7 | 3.1
COc1ccc(-c2nc(-c3ccccc3OC)no2)cc1OC | 0.4 | 7.8 | 16.0 | -0.8 | -3.0 | 1.0 | -8.0 | 2.3 | -6.8
O=C(Cn1nc([N+](=O)[O-])nc1Br)NC(c1ccccc1)c1ccccc1 | -12.0 | 2.8 | 27.4 | 4.1 | -2.5 | -5.1 | -14.5 | 4.1 | 13.7
Cc1sc2nc(Cc3ccccc3)[nH]c(=O)c2c1-c1ccccc1 | -11.2 | -0.2 | 19.9 | -0.4 | -0.2 | -6.2 | -4.3 | 0.9 | 4.0
CCOC(=O)C1=C(O)CSC1=Nc1ccccc1 | 7.5 | 11.7 | 0.9 | -0.4 | -2.4 | -11.2 | -9.1 | -0.6 | -12.3
Cc1cc(C(F)(F)F)c(C#N)c(SCC(=O)Nc2nc3ccccc3s2)n1 | 13.7 | 10.6 | -13.2 | 11.6 | -1.9 | -1.5 | -10.8 | 0.8 | -1.7
CC1(C(=O)NS(=O)(=O)c2ccc(Cl)cc2)CCN1C(=O)C/C=C/c1ccccc1 (centres undefined) | -16.0 | 2.4 | 22.9 | nt | -2.6 | nt | nt | 1.6 | -19.8
C/C(=N\NC(=O)c1cccc([N+](=O)[O-])c1)c1cccs1 | -15.1 | 1.3 | 20.4 | 0.2 | -3.2 | -5.3 | -10.2 | 0.4 | -13.1
